Bioassay records: PubChem, Sanford-Burnham Center for Chemical Genomics
GPR35 antagonists – GPR35 antagonists blocking zaprinast-driven arrestin recruitment, primary screen, imaging, U2OS, beta-arrestin-GFP, zaprinast agonist (AID 2058); U2OS GPR35 beta-arrestin-GFP translocation imaging, zaprinast antagonism; higher % means a stronger effect; inhibition, % at 10 µM; hits with a dose series show IC50 in µM; 290,000 compounds, 0.052% hits;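 active = inhibition of at least 50% with at least 30 cells and total cytoplasm GFP at most 10,000,000; inconclusive = under 30 cells or total GFP of 10,000,000 plus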
NOD1 NF-kB reporter – NOD1 signaling inhibitors, primary screen, cell-based, luminescence, uHTS (AID 1578) | 290,000 compounds, 1% hits | NOD1-driven NF-kB luciferase reporter cells, luminescence; higher % means a stronger effect | inhibition, % at 4 µM; hits with a dose series show EC50 in µM; in the data active = inhibition mostly above about 36%, no sharp cut-off; inactive = mostly below about 34%;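 note: HEK-293T reporter cells stimulated with the NOD1 agonist gamma-tri-DAP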
KOR beta-arrestin-1 – kappa opioid receptor blockers – cell-based, luminescence, uHTS (AID 1778). 290,000 compounds, 0.091% hits. inhibition, % at 10 µM, or IC50 in µM where a hit was titrated. KOR beta-arrestin recruitment, luminescence, antagonist mode; higher % means a stronger effect; in the data active = inhibition above about 50%; note: strong numbers were not always called active
GPR55 beta-arrestin – selective activators of receptor GPR55 – imaging, U2OS cells, beta-arrestin-GFP redistribution, primary screen (AID 1961); 290,000 compounds, 0.048% hits; U2OS GPR55 beta-arrestin-GFP redistribution imaging; higher % means a stronger effect; one-dose activation, % at 10 µM; EC50 in µM for titrated hits;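 active = activation above 40% with more than 50 cells counted in the well; inconclusive = wells holding fewer than 50 cells, flagged as toxic or sparse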;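 note: U2OS osteosarcoma cells stably expressing GPR55 and beta-arrestin-GFP; plate controls were DMSO negative control for no effect and LPI positive control for full effect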
KOR beta-arrestin-2 – kappa opioid receptor activators – cell-based, luminescence, uHTS, primary screen (AID 1777) | KOR beta-arrestin recruitment, luminescence; higher % means a stronger effect | activation, % at 10 µM; hits with a dose series show EC50 in µM | 280,000 compounds, 0.02% hits; in the data active = activation above about 50%, passing the limit was not always enough; note: a part of the inactive calls stands beside numbers as strong as those of hits
HIV fusion peptide – cell-free HIV fusion peptide-binding blockers – biochemical, uHTS, fluorescence dequenching, primary screen (AID 1986) | cell-free peptide binding, fluorescence dequenching, 30 min; higher % means a stronger effect | inhibition, % at 20 µM, or IC50 in µM where a hit was titrated | 290,000 compounds, 0.3% hits; in the data active = inhibition mostly above about 52%, no sharp cut-off; inactive = mostly below about 76%; note: some results filed as inactive read as strong as hits
SIAH1 antagonists – blockers of Siah-1 interaction with plectin peptide – biochemical, fluorescence polarization, rhodamine-plectin, uHTS, primary screen (AID 1817); Siah-1 / rhodamine-plectin peptide fluorescence polarization; higher % means a stronger effect; displacement, % at 20 µM; hits with a dose series show IC50 in µM; 290,000 compounds, 0.02% hits;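 active = displacement of at least 50% at 20 µM, with a fluorescence ratio check between 0.3 and a set limit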;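 note: plate controls were Siah plus tracer with DMSO for no effect and tracer alone without Siah for full effect; strong numbers were not always called active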
GPR55 antagonists – GPR55 antagonists blocking LPI-driven arrestin recruitment, primary screen, imaging, U2OS, beta-arrestin-GFP, LPI agonist (AID 2013) | inhibition, % at 10 µM, or IC50 in µM where a hit was titrated | 290,000 compounds, 0.13% hits | U2OS GPR55 beta-arrestin-GFP translocation imaging, LPI antagonism; higher % means a stronger effect;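 active = spots per cell inhibited over 60%, with over 100 cells counted and total cytoplasm intensity under 500,000; inconclusive = wells with under 100 cells, flagged as likely toxic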;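 note: U2OS cells stably carrying GPR55 and arrestin-GFP stimulated by 5 µM LPI near EC80; imaged beta-arrestin-GFP aggregate spots per cell after agonist stimulation; plate controls were LPI-stimulated DMSO wells for no effect and DMSO wells without LPI for full effect; some results filed as inactive read as strong as hits; confirmed hits need IC50 under 10 µM and bright autofluorescent wells are also inconclusive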
AID2073 – inhibitors of Mint1-CaV2.2 protein interaction, biochemical, HTRF (AID 2073). HTRF protein-protein interaction, Mint1-CaV2.2; higher % means a stronger effect. inhibition, % at 20 µM, or IC50 in µM where a hit was titrated. 290,000 compounds, 0.19% hits; in the data active = inhibition mostly above about 51%, no sharp cut-off; inconclusive = no clear call, values can overlap the other calls; inactive = mostly below about 53%; note: some results filed as inactive read as strong as hits
Starred values were filed as active, the others as inactive; ? = inconclusive; · = no result given; [ ] = remark or other dose. Only part of the results is shown. The share of hits here may be higher or lower than overall.

Results follow in this order: GPR35 antagonists, NOD1 NF-kB reporter, KOR beta-arrestin-1, GPR55 beta-arrestin, KOR beta-arrestin-2, HIV fusion peptide, SIAH1 antagonists, GPR55 antagonists, AID2073
> COc1ccc(C2C(C(C)=O)=C(O)C(=O)N2CCc2ccccc2)c(OC)c1 (configuration not stated)
 : -4%, -4%, 6%, -0.1%, 1.2%, 1.0%, 5%, 7%, 7%
> O=C(Nc1cccnc1)c1cc(F)c(F)cc1Cl
 : 3%, -15%, 7%, -0.3%, -2.3%, 3.0%, 5%, 6%, 4%
> Fc1ccc(/C=N/Nc2ncnc3nc[nH]c23)cc1F
 : 7%, -6%, -2%, -0.3%, -1.1%, -1.8%, -3%, 11%, 7%
> CCNC(=S)N1CCn2c(nc3ccccc32)C1
 : 4%, 25%, ·, -0.2%, ·, -0.5%, -5%, -4%, -14%
> Cc1ccc2c(c1)[nH]c1c(=O)n(CCN3CCCCC3)cnc12
 : 14%, -31%, 3%, -0.2%, -6.9%, 1.0%, 1%, 10%, 6%
> OC1CCCN(C(=S)NCc2ccccc2)C1 (configuration not stated)
 : -18%, -10%, 1%, 0.6%, 4.0%, -0.9%, -1%, 4%, -24%
> CCOc1ccc(CNC(=O)Cn2nc(C)n3nc(-c4ccccc4)cc3c2=O)cc1
 : 3%, -7%, -11%, -0.2%, -2.0%, 0.8%, 0%, 18%, 38%
> Cc1ccc(CN2CCSc3ccc(C(=O)NCc4ccccn4)cc32)cc1
 : -4%, 1%, 23%, -0.4%, -1.3%, -3.1%, 1%, 6%, 29%
> CCC(C)(C(=O)NC1CCCC1)N(Cc1cccs1)C(C)=O (configuration not stated)
 : 2%, 6%, -7%, -0.1%, -2.2%, 1.1%, -2%, -6%, 12%
> CCOCCCNC(=O)C(c1ccc(OC)cc1)N(Cc1cccs1)C(=O)c1ccccn1 (configuration not stated)
 : -3%, -17%, -7%, -0.5%, -1.7%, -1.4%, 3%, 12%, 13%
> O=C(NC1CCCc2c1cnn2-c1ccccc1F)c1ccccc1N1CCOCC1 (configuration not stated)
 : 7%, -24%, 15%, 0.0%, -6.0%, 1.2%, -1%, 6%, -3%
> Cc1ccc(N(CC(=O)NC2CCCCC2)C(=O)CCCC(=O)Nc2ccccn2)cc1
 : -9%, 10%, -5%, 0.2%, -3.8%, 2.1%, -2%, -11%, 0%
> O=C(CSc1nc2ccccc2c(=O)[nH]1)c1cccs1
 : 0%, -39%, 2%, -1.0%, -8.0%, 3.5%, 3%, 5%, 0%
> O=C(N/N=C\C=C\c1ccco1)c1cncc(Br)c1
 : 2%, -4%, 10%, -0.1%, 0.9%, 19%, 5%, 1%, 22%
> O=[N+]([O-])c1ccc2nc(-c3ccccc3)[nH]c2c1
 : 2%, -30%, -13%, -0.2%, -0.6%, -1.4%, 0%, -7%, -3%
> Cc1cc(C)nc(NC(=O)c2ccc([N+](=O)[O-])c(C)c2)n1
 : 7%, -8%, -2%, 0.7%, 0.0%, 0.2%, 0%, 3%, 3%
> Cc1ccc(N2CCN(C(=O)c3ccccc3NC(=O)C3CCCCC3C(=O)O)CC2)cc1 (configuration not stated)
 : -11%, -18%, 19%, 0.3%, 1.4%, -2.3%, 0%, 5%, 25%
> CCOc1ccc2nc(SCc3ccc(OC)cc3)sc2c1
 : 15%, -2%, 18%, -0.3%, 2.8%, 1.5%, -1%, -5%, 0%
> O=C(CN1CCC(O)(c2ccc3c(c2)OCO3)CC1)NC1CCCCC1
 : -7%, -13%, -5%[20 µM], -0.1%, ·, -1.1%, -2%, 3%, 8%
> COCC(C)n1c(COc2ccccc2F)nnc1SCC(=O)c1c(N)n(C)c(=O)n(C)c1=O (configuration not stated)
 : 1%, -32%, -9%, -0.7%, 5.6%, 0.6%, 8%, 0%, 2%
> CCOC(=O)c1cnc(SCC(=O)OC)nc1N
 : -6%, 28%, -36%[20 µM], -0.1%, ·, -0.1%, -2%, 6%, 27%
> CCCc1nc(SCc2ccc(Cl)cc2Cl)n[nH]1
 : 10%, -29%, 30%, -0.1%, -10%, 0.3%, 5%, 0%, 41%
> N#C/C(=C/c1cn(-c2ccccc2)nc1-c1cccc(OCc2ccc(F)cc2)c1)C(=O)NCCCn1ccnc1
 : -6%, -5%, -12%, 0.6%, 2.5%, 19%, -7%, 12%, 40%
> CC(C(=O)Nc1ccccc1C(=O)N1CCOCC1)N(c1ccc(Cl)cc1)S(C)(=O)=O (configuration not stated)
 : 6%, -34%, 18%, -0.2%, -3.6%, -1.3%, 2%, 8%, 6%
> O=C1CC(c2ccc(F)cc2)Cc2nc(NCc3ccco3)ncc21 (configuration not stated)
 : 23%, -20%, 1%, -0.3%, 5.7%, 0.2%, 1%, 5%, 6%
> CC(C)(C)c1ccc(C2CC2C(=O)N/N=C\c2ccc[nH]2)cc1 (configuration not stated)
 : 10%, 40%, 12%[20 µM], -0.1%, ·, 14%, 4%, 10%, 38%
> Cn1c(Br)nc2c1c(=O)n(CC(O)COc1ccccc1)c(=O)n2C (configuration not stated)
 : -12%, -14%, 7%, 0.2%, -3.7%, 0.7%, -1%, 18%, -7%
> O=C(CCc1nc(-c2ccccc2)no1)N1CCCC1
 : 11%, -26%, 14%, 1.3%, -3.0%, -2.3%, 1%, -7%, -3%
> O=C(NCc1ccncc1)C1CCN(S(=O)(=O)c2cccc(C(F)(F)F)c2)CC1
 : 4%, -31%, -32%, 0.2%, -4.0%, -1.3%, 5%, 4%, 2%
> CN(CCC1CCOCC1)Cc1nc(Cc2ccccc2F)no1
 : 5%, -23%, -6%[20 µM], -0.1%, ·, -2.1%, -4%, -2%, -1%

Other compounds:
mol	GPR35 antagonists	NOD1 NF-kB reporter	KOR beta-arrestin-1	GPR55 beta-arrestin	KOR beta-arrestin-2	HIV fusion peptide	SIAH1 antagonists	GPR55 antagonists	AID2073
CCOC(=O)c1cc(C)n(Cc2ccc(OCC)c(OC)c2)c1C	-10%	9%	7%	0.0%	-0.4%	-0.4%	2%	-12%	-3%
c1ccc2c(c1)CCN(c1nc3cc4c(cc3s1)OCCO4)C2	12%	-3%	-12%	0.8%	3.4%	-2.2%	0%	3%	-7%
CCC(C)n1c(SCC(=O)NCc2ccco2)nnc1-c1cccc(S(=O)(=O)N2CCOCC2)c1 (configuration not stated)	9%	-13%	-9%	0.6%	-9.6%	-0.1%	-1%	15%	-8%
O=C(NCCCc1ccccc1)C1CCN(S(=O)(=O)c2ccc(F)cc2)CC1	-21%	-13%	-10%	-0.1%	1.9%	-1.0%	7%	1%	6%
CCCCN(CC)C(=O)/C=C/c1cccc([N+](=O)[O-])c1	-5%	·	-49%	0.2%	7.9%	-4.8%	-3%	-6%	-7%
CCCC(=O)Nc1ccc(NC(=O)C23CC4CC(CC(C4)C2)C3)cn1	-1%	-14%	-1%	0.0%	-2.9%	-1.3%	-4%	11%	-6%
CC(=O)c1sc(NC(=O)c2cccs2)nc1C	-4%	-14%	29%	-0.1%	0.2%	-1.0%	1%	4%	9%
COc1cc2c(cc1NC(=O)CSc1nccn1C)oc1ccccc12	12%	-34%	·	0.2%	1.7%	0.8%	-4%	6%	-2%
Cc1ccc(S(=O)(=O)n2[nH]c(=O)cc2NC(=O)c2cccs2)cc1	6%	2%	0%	-0.2%	·	6.5%	-4%	0%	-53%
O=C(N/N=C/c1ccc(-c2ccc([N+](=O)[O-])cc2)o1)c1cccnc1	-15%	-6%	15%	-0.1%	-3.7%	-0.7%	8%	-1%	7%
COCCn1c(SCc2ccc(C(=O)OC)o2)nc2cc(Cl)ccc2c1=O	4%	13%	17%	0.6%	0.0%	0.7%	1%	-14%	-3%
CCOC(=O)c1c(NC(=S)Nc2ccccc2)sc2c1CCCCC2	13%	12%	1%	0.5%	-2.3%	1.1%	-6%	4%	-3%
CCOC(=O)Cc1csc(NC(=O)c2cnc3sc(C)cn3c2=O)n1	-18%	-50%	-27%	-0.2%	2.2%	-0.6%	1%	-1%	1%
O=C(NC1CCCC1)c1cccc(Oc2ccccc2)c1	-6%	-31%	1%	-0.8%	-2.0%	1.4%	6%	12%	?
COc1cccc2cc(C(=O)NC(C)C3CCCO3)c(=O)oc12 (configuration not stated)	-3%	-27%	26%	-0.2%	-5.6%	-2.9%	-4%	7%	9%

Single records (already shown). Order of values: GPR35 antagonists, NOD1 NF-kB reporter, KOR beta-arrestin-1, GPR55 beta-arrestin, KOR beta-arrestin-2, HIV fusion peptide, SIAH1 antagonists, GPR55 antagonists, AID2073
CCC(C)n1c(SCC(=O)NCc2ccco2)nnc1-c1cccc(S(=O)(=O)N2CCOCC2)c1 (configuration not stated) across the screens: 9%, -13%, -9%, 0.6%, -9.6%, -0.1%, -1%, 15%, -8%
CCOC(=O)c1c(NC(=S)Nc2ccccc2)sc2c1CCCCC2 across the screens: 13%, 12%, 1%, 0.5%, -2.3%, 1.1%, -6%, 4%, -3%
CCOC(=O)c1cc(C)n(Cc2ccc(OCC)c(OC)c2)c1C across the screens: -10%, 9%, 7%, 0.0%, -0.4%, -0.4%, 2%, -12%, -3%
O=C(N/N=C/c1ccc(-c2ccc([N+](=O)[O-])cc2)o1)c1cccnc1 across the screens: -15%, -6%, 15%, -0.1%, -3.7%, -0.7%, 8%, -1%, 7%

Next compounds:
mol	GPR35 antagonists	NOD1 NF-kB reporter	KOR beta-arrestin-1	GPR55 beta-arrestin	KOR beta-arrestin-2	HIV fusion peptide	SIAH1 antagonists	GPR55 antagonists	AID2073
CC(C)n1c(Nn2cnnc2)nc2ccccc21	-5%	-12%	24%	-0.2%	-3.3%	1.1%	-3%	3%	0%
Cc1cc(C)cc(NC(=O)C[n+]2ccccc2)c1	-4%	45%	-7%	-0.2%	-0.6%	2.4%	2%	0%	10%
CCOc1cc(/C=C\[N+](=O)[O-])ccc1OCC(=O)Nc1ccccc1C	3%	·	-54%	1.2%	1.5%	-3.0%	2%	-13%	-14%
Cc1ccc(S(=O)(=O)N2CCCCC2)cc1C(=O)NC1CCCCC1	-2%	-6%	-9%	-0.2%	-1.3%	-1.9%	0%	-3%	6%
